Compound activity deposited in PubChem BioAssay by The Scripps Research Institute Molecular Screening Center.
MITF primary = human MITF inhibition, primary screen. O75030. AlphaScreen MITF homodimerization, bead proximity signal. inhibition, % at 2.6 µM. actives 0.91% (n = 650,000); in the data active = inhibition above about 50%;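 also: 0% = vehicle wells with protein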
Target sequence (O75030 whole entry, looked up): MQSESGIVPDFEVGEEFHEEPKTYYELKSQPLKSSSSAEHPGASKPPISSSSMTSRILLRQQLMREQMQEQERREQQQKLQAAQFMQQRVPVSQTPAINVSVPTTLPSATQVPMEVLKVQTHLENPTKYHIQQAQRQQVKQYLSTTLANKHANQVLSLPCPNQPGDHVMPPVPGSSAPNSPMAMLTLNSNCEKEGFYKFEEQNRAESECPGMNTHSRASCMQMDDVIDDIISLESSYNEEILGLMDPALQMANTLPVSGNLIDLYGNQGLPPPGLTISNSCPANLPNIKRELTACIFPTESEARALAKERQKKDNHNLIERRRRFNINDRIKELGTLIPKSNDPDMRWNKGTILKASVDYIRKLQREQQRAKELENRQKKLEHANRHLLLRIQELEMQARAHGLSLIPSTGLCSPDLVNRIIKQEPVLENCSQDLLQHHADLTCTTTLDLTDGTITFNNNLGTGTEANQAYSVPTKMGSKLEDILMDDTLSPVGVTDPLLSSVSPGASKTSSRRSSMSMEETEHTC
FBW7 act = activators of human E3 ligase FBW7; AlphaScreen FBW7–phospho-cyclin E peptide binding, activator screen; Q969H0; actives 0.13% (n = 650,000); AID 1259310; normalized activity (activation), % at 26.1 µM; in the data active = normalized activity above about 1.9%;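 also: purified mutant Fbw7 with reduced substrate affinity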
TEAD-YAP inh = TEAD-YAP interaction inhibition; HEK-TIYL cells, TEAD-Gal4/YAP UAS-luciferase luminescence; inhibition, % at 9.12 µM; actives 1.4% (n = 640,000); AID 1259422; in the data active = inhibition above about 32%;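 also: 0% = median of test compound wells and 100% = reference inhibitor wells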
GPR151 ag = activators of human GPR151; activation, % at 11.2 µM; actives 1% (n = 650,000); PathHunter beta-arrestin GPR151 cells, luminescence; in the data active = activation above about 4.9%;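 also: 0% = median of compound wells and 100% = cells with positive control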
Target sequence (Q8TDV0 whole entry, looked up): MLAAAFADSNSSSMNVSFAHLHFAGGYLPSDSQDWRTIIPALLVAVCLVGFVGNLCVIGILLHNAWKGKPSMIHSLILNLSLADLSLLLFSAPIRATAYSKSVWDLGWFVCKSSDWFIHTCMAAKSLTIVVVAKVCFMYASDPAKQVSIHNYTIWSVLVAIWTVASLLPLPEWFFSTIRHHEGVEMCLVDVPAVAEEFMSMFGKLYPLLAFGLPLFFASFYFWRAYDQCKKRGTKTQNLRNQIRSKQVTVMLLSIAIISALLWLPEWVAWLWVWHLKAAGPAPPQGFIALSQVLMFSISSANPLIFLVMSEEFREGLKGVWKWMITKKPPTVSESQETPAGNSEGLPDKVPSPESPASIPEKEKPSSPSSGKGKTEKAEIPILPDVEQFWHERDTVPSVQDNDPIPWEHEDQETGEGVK
An asterisk follows results filed as active; & = joins results of further samples.

SMILES,TEAD-YAP inh,MITF primary,FBW7 act,GPR151 ag
N=c1n(Cc2ccccc2)c2ccccc2n1CC(O)c1ccc(Cl)cc1 (configuration not stated),5,-2,0.4,1.2
O=C1C(=O)N(c2nccs2)C(c2ccccc2[N+](=O)[O-])/C1=C(\O)c1ccc(Cl)cc1 (configuration not stated),-14,24,0.4,-2.3
C=CCNC(=O)c1c(N)n(-c2ccccc2)c2nc3ccccc3nc12,2,5,0.0,-0.1
COCCn1nnnc1C(c1cc2c(C)ccc(C)c2[nH]c1=O)N1CCCC1 (configuration not stated),-8,-4,-0.1,1.1
O=C1C2CC=CCC2C(=O)N1Cc1ccc(Cl)cc1 (configuration not stated),9,-2,0.2,-0.5
COc1ccc(S(=O)(=O)N2CCN(Cc3cccnc3)CC2)cc1,16,-8,-0.1,-0.5
Cc1ccc(O)c(CNc2nc3ccccc3n2C)c1,-29,-1,0.1,-0.2
COc1ccc(C2=CC(c3ccc(OC)c(OC)c3)n3ncnc3N2)cc1 (configuration not stated),43*,12,0.1,-1.2
Cc1cc(NC(=O)CN2CCCCC2)c2ccccc2n1,4,51*,-0.2,1.0
CC(NS(=O)(=O)c1ccc(Cl)cc1)C(=O)Nc1ccccc1C(F)(F)F (configuration not stated),-1,-4,-0.7,0.9
CC1CCN(C(=O)CSc2nc3ccccc3c(=O)n2Cc2ccco2)CC1,-2,-18,0.1,-0.5
COc1cc(C(=O)N2CCNC(=O)C2(C)C)cc(OC)c1OC,5,10,0.3,-1.4
CCOC(=O)c1ccc2c(c1)C1C=CCC1C(c1cccc([N+](=O)[O-])c1)N2 (configuration not stated),9,-1,-0.1,0.0
COc1ccc(CN2CCNC(=O)C2CC(=O)NCC(C)(C)CO)cc1OC (configuration not stated),3,3,0.0,0.4
CC(C)NC(=O)CNC(=O)Cn1cnc2sc3c(c2c1=O)CCCC3,-10,-2,-0.1,1.4
CC(C)CNC(=O)C1=CC(c2ccc(F)cc2)=NS(=O)(=O)N1C,-8,2,0.0,7.5*
O=S(=O)(NC1CCCCC1NC1CCCCC1)c1ccccc1 (configuration not stated),2,14,-0.1,-0.5
CC(=O)N1CCN(c2nccnc2NS(=O)(=O)c2ccc(C(F)(F)F)cc2)CC1,2,-4,-0.6,2.2
CN1C(=O)c2ccc(NC(=O)c3ccc(Cl)c([N+](=O)[O-])c3)cc2C1=O,10,0,-0.2,-1.5
CC1CCc2nn(CC(=O)NCC3CCCO3)cc2C1 (configuration not stated),-4,1,0.1,-0.7
CCOC(=O)c1c(NC(=O)c2c(NC(C)=O)sc3c2CCCC3)sc(C)c1C,12,10,0.1,0.8
Cc1ccc(NC(=O)CCc2nnc3ccc(N4CCN(c5ccccc5)CC4)nn23)cc1,-6,-2,0.0,1.4
CCc1ccc(NC(=O)c2cc(=O)n3c(nc4ccccc43)s2)cc1,-7,-2,-0.1,-3.7
CCn1c2ccccc2c2cc(NC(C)=O)ccc21,-2,49,0.1,-0.2
CCOc1ccc(-n2nc(C(=O)N3CCCC3)c3ccccc3c2=O)cc1,6,-2,0.1,-0.5
CCOC(=O)C1=C(c2ccccc2)NC(SC)=C(C#N)C1c1cccnc1 (configuration not stated),8,1,-0.5,1.1
CN1CCN(CCc2cn[nH]c2-c2ccc(F)cc2)CC1,6,3,0.1,-0.5
COc1ccc(-n2c(C)nc3sc4c(c3c2=O)CCC4)cc1,-21,-3,0.2,1.1
CCN(Cc1cnn(C)c1)Cc1cn[nH]c1-c1ccc(C)c(C)c1,2,13,0.5,1.4
CCCCN(CC)CCNc1c(N2CCN(C(=O)OCC)CC2)c(=O)c1=O,1,14,0.0,-0.1
COC(=O)CSCC(=O)Nc1cc(C)cc(C)c1,1,11,0.2,-1.9
Cc1ccc(/C=C(/C#N)C(=O)Nc2cccc(Br)c2)o1,-64,21,0.0,0.5
O=C(c1c(C(F)(F)F)nc2ccccn12)N1CCC1,1,10,0.2,-0.8
CCOC(=O)CN1CCN(c2cccc(C)c2C)CC1,2,43,-0.2,0.6
CC1(C)CC(=O)C2=C(C1)N(c1ccc(F)cc1)C(=O)CC2c1ccccc1 (configuration not stated),0,-12,0.0,-0.9
COc1ccc(C(CCN)C2CCOC(C)(C)C2)cc1 (configuration not stated),4,8,-0.1,0.4
Nc1cccc(C(=O)N/N=C/c2ccccc2Cl)c1,-42,-1,-0.1,-1.5
O=S(=O)(c1cccc(NC(=S)NCc2ccco2)c1)N1CCOCC1,10,-20,-0.2,0.8
Cc1cc(Br)ccc1OCC(=O)NCC1CCCO1 (configuration not stated),-17,-6,-0.1,2.5
CCC1C(=O)NCCN1Cc1ccc2c(c1)CN(Cc1cccc(OC)c1OC)CCO2 (configuration not stated),2,-2,-0.1,-1.0
C#CCOc1ccc(C2C(C#N)=C(N)OC3=C2C(=O)CCC3)cc1 (configuration not stated),5,8,-0.1,0.4
Cc1ccc(N=C2NC(=O)CC(C(=O)Nc3ccc(F)cc3)S2)cc1 (configuration not stated),8,-2,0.7,0.1
COc1ccccc1Nc1nc(N)nc(CN2CCN(c3ccccc3F)CC2)n1,-14,20,0.2,-0.8
CC(=O)NC1(c2ccc(F)cc2)CCN(C(=O)C2CCC2)CC1,-1,-34,0.0,0.2
Cc1cccc(NC(=S)NNC(=O)CCC(=O)O)c1,-8,11,1.3,-1.5
CC1CCc2oc3ccc(NS(=O)(=O)c4cccc([N+](=O)[O-])c4)cc3c2C1 (configuration not stated),-9,0,-0.1,-0.6
CC(C)(C)NS(=O)(=O)c1ccc(NS(=O)(=O)c2ccc([N+](=O)[O-])cc2)cc1,-1,16,0.1,-1.2
OC1CCC(Nc2cc(NCCN3CCOCC3)ncn2)CC1 (configuration not stated),-2,6,-0.1,0.6
Cc1nc2ccccc2n1CC(=O)c1ccc(Br)cc1,-6,-7,-0.1,2.9
Cc1ccc(NC(=O)Cn2c(=O)oc3cc(S(=O)(=O)N4CCCC4)ccc32)c(C)c1,24,-16,0.4,0.7
COc1ccccc1/C=N/NC(=O)CCC(=O)Nc1ccccc1Br,-2,-10,-0.1,1.2
COc1ccc(/C=N\NC(=O)CNc2ccc(C)cc2)c(OC)c1,2,-4,0.0,0.4
O=[N+]([O-])C(=C1NCCN1)C(=C(Cl)Cl)N1CCCCC1,4,19,-0.2,-0.3
O=C(CCC1CCCN(C(=O)CCC2=NNC(=O)CC2)C1)NCc1ccccc1F (configuration not stated),-2,7,-0.1,-0.8
Cc1ccc(CN(C(=S)NCC(=O)O)C2CCCCC2)cc1,6,3,0.0,-2.6
CC(C)CCNC(=O)CCn1nc(-c2ccc(Cl)cc2)ccc1=O,0,-1,-0.1,0.5
Cc1ccc(C(=O)N2C3CCC2CC(c2ccc(F)cc2)C3)c(=O)[nH]1 (configuration not stated),-1,8,-0.1,-0.5
COC(=O)c1ccccc1N/C=C(\C#N)c1nc(-c2ccc(OC)c(OC)c2)cs1,4,7,0.4,-0.5
Cc1ccc(C(=O)N(C)C2CCCCC2)cc1[N+](=O)[O-],-11,9,0.0,2.3
CCOc1cc(/C=N/N2CCOCC2)ccc1OCc1ccc(C(=O)OC)o1,-1,-9,0.0,-0.4

Going on with the list.
SMILES,TEAD-YAP inh,MITF primary,FBW7 act,GPR151 ag
CC(C)c1ccc(CN2CCC(C(=O)NCc3cccnc3)CC2)cc1,9,42,0.1,0.3
O=C(NC1CCN(Cc2ccccc2)CC1)c1ccc2nc(N3CCOCC3)sc2c1,-5&15,16&15,-0.3&-0.1,-1.2&0.4
O=C(O)C1CCN(S(=O)(=O)c2ccc(N3CCC(O)CC3)c([N+](=O)[O-])c2)CC1,-8,5,0.0,1.0
O=C1CCCCN1c1ccc(NS(=O)(=O)CCc2ccccc2)cc1,-8,30,0.6,-1.0
C=CCOC(=O)C1C(=O)CC(C)(O)C(C(=O)OCC=C)C1c1ccc(O)cc1 (configuration not stated),4,-2,-0.1,0.8
CCCC(=O)Nc1cc(OCC)c(NC(=O)/C=C/c2ccccc2)cc1OCC,-7,10,0.0,-1.0
CCOCCCNS(=O)(=O)c1ccccc1[N+](=O)[O-],16,-15,0.0,0.9
COc1cc(OC)c(OC)cc1CN1CCN(Cc2ccccc2F)CC1,-2,77*,-0.2,0.1
COc1ccc(C(=O)Nc2cc(C(F)(F)F)ccc2C(=O)O)c(OC)c1,9,1,-0.1,1.8
CCCCNC(=O)c1cc(S(=O)(=O)N2CCc3ccccc32)ccc1Sc1cccc(Cl)c1,-3,3,0.2,-1.0
O=C(NCc1ccccc1)c1nn2c(C(F)(F)F)cc(-c3cccs3)nc2c1Cl,-2,13,1.2,-1.5
O=C(c1ccc[nH]c1=S)n1ccnc1,-6,12,0.1,-1.0
O=C(Nc1nncs1)c1ccc2c(c1Cl)C(=O)c1ccccc1C2=O,7,-1,-0.1,0.7
O=C(Nc1ccccc1)c1cc(S(=O)(=O)Nc2ccccc2)cs1,7,10,0.1,1.4
CCOC(=O)Nc1ccc2c(c1)N(C(C)=O)c1ccccc1CC2,-9,-11,-0.1,0.5
COC(=O)NC(Oc1ccccc1)C(F)(F)C(F)(F)C(F)(F)C(F)F (configuration not stated),0,-8,0.0,0.8
CCCCc1nc(N2CCOCC2)c(C#N)c2c1CCCC2,-5,-4,-0.2,-1.0
CNC(=O)CSc1nncn1-c1ccccc1,9,7,0.2,0.6
COC(=O)C(NC(=O)c1ccc(OC)cc1)(Nc1ccc(Br)cn1)C(F)(F)F (configuration not stated),4,10,0.6,-0.3
O=C(c1nc2sccn2c1CN1CCCN(Cc2cccs2)CC1)N1CCCCC1,8,-1,-0.1,0.4
c1cnc2ccc(CN3CCOc4ccc(CN5CCOCC5)cc4C3)cc2c1,-5,0,0.2,0.8
CC(C)C1=C2OC(N)=C(C#N)C(C#N)=C2C(C)CC1 (configuration not stated),7,10,0.1,0.4
Cc1ccc(CNC(=O)Cn2nc3c4c(C)c(C)sc4nc(C)n3c2=O)o1,0,45,-0.1,-0.1
CC(=O)Nc1cc(O)cc(NC(C)=O)c1,-5,9,-0.2,-1.4
CCOc1ccc(N2C(=O)c3ccccc3C2O)cc1 (configuration not stated),-33,4,-0.1,-2.0
CC1=C(C(=O)OC(C)C)C(c2ccc(O)cc2)C2=C(CC(c3ccccc3)CC2=O)N1 (configuration not stated),1,2,0.0,0.0
CCCC(=O)Oc1ccc(N(C(=O)CCC)S(=O)(=O)c2ccccc2)cc1,-6,-7,-0.1,1.4
O=C(CN1C(=O)CC(c2ccco2)Sc2ccccc21)Nc1ccc2c(c1)OCCO2 (configuration not stated),2,22,0.2,0.8
O=C(NCc1cccs1)c1ccc(Cl)s1,-6,1,-0.1,-1.3
CC1=C(C(=O)NCCN2CCN(C)CC2)C2(CCC(C)CC2)OC1=O (configuration not stated),9,2,0.1,-0.2
FC(F)(F)c1cccc(-c2nnn3c2nc(NCC2CCCO2)c2ccccc23)c1 (configuration not stated),-17,5,-0.1,-0.1
Cc1cccc(Cc2nnc(CCC(=O)N(C)CCC3CCOCC3)o2)c1,-6,6,0.1,-1.3
CC1CCCN(C(=O)CC2(c3ccccc3)CC(=O)N(CCc3ccccn3)C2=O)C1 (configuration not stated),5,-14,-0.1,-1.0
c1ccc2c(c1)nc(Nc1ccc3c(c1)OCO3)c1nncn12,5,13,1.3,-1.1
CCOC(=O)c1sc2nc(C)nc(N3CCCC(C)C3)c2c1C (configuration not stated),2,1,0.0,0.4
CCCCCc1nnc(NC(=O)OCCC)s1,-22,6,0.1,-0.4
COc1cc(OC)cc(C(=O)N2CCC(n3c(C)nc4cc(F)ccc43)CC2)c1,-6,-9,0.1,-0.1
O=C(CSCc1ccco1)Nc1ccc(Br)cc1,-74,1,0.0,-1.3
CC(Nc1cc(N2CCN(C(=O)c3ccco3)CC2)ccc1[N+](=O)[O-])c1ccccc1 (configuration not stated),-14,5,-0.3,-0.4
CCSc1nc2sc3c(c2c(=O)n1CC1CCCCC1)CCc1ccccc1-3,1,0,-0.2,1.3

Of the compounds above, five contain an NH in an aromatic ring.
SMILES,TEAD-YAP inh,MITF primary,FBW7 act,GPR151 ag
COCCn1nnnc1C(c1cc2c(C)ccc(C)c2[nH]c1=O)N1CCCC1 (configuration not stated),-8,-4,-0.1,1.1
CN1CCN(CCc2cn[nH]c2-c2ccc(F)cc2)CC1,6,3,0.1,-0.5
CCN(Cc1cnn(C)c1)Cc1cn[nH]c1-c1ccc(C)c(C)c1,2,13,0.5,1.4
Cc1ccc(C(=O)N2C3CCC2CC(c2ccc(F)cc2)C3)c(=O)[nH]1 (configuration not stated),-1,8,-0.1,-0.5
O=C(c1ccc[nH]c1=S)n1ccnc1,-6,12,0.1,-1.0

Some of the entries so far, with two lines to a compound:
Under each structure – TEAD-YAP inh	MITF primary	FBW7 act	GPR151 ag
CC1CCCN(C(=O)CC2(c3ccccc3)CC(=O)N(CCc3ccccn3)C2=O)C1 (configuration not stated)
  5	-14	-0.1	-1.0
c1ccc2c(c1)nc(Nc1ccc3c(c1)OCO3)c1nncn12
  5	13	1.3	-1.1
CCOC(=O)c1sc2nc(C)nc(N3CCCC(C)C3)c2c1C (configuration not stated)
  2	1	0.0	0.4
CCCCCc1nnc(NC(=O)OCCC)s1
  -22	6	0.1	-0.4
